Screening data from PubChem.
p53ts 32C tox: p53ts cell cytotoxicity, permissive temperature; H1299-p53A138V at 32C, ATP luminescence viability, 24 h; Potency, µM (highest dose often 46.1 µM), for inactives: at the highest dose activity change, negative = cytotoxicity, most hits filed as cytotoxic; 130,000 tested, 0.93% active; AID 924;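 further: 0% = DMSO and -100% = full killing by reference compound; nearly all actives have a fitted effect of over 55% in size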
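ATP-content luminescence (ATPlite) read-out after 24 h compound exposure at 32C in H1299-p53A138V cells (600/well). Tested up to 46 uM. Normalized to DMSO (0%) and 100 uM tamoxifen (100% killing); Hill-fit AC50.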
Peg3 imprint: inducers of genomic imprint erasure in mouse ES cells. Potency, µM (titrated, usually from 60.7 µM), without a hit: at the top dose activity change, positive = activation, most hits filed as activators. 110,000 tested, 0.02% active. mouse ES Peg3-LacZ reporter, beta-gal luminescence, 40 h. AID 1948;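 further: 0% = negative control wells on the plate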
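Imprint erasure is scored as LacZ activity from the silenced maternal Peg3 allele in feeder-free female ES cells cultured 40 h with LIF. Luminescence is normalized to in-plate negative controls and fitted to the Hill equation.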
IkB sig inh: inhibitors of IkB signaling in ABC-DLBCL cells; Potency, µM (series often up to 57.1 µM), for inactives: at the highest dose IkBa stabilization activation; 110,000 tested, 0.04% active; ABC-DLBCL IkBa-CBG/CBR dual luciferase ratio, 4 h; response scale: scaled: untreated 0%, proteasome inhibitor 100%; active means well fitted curve in the direction sought with a large enough effect in the signal ratio, not every such curve was filed as active; inconclusive means small, poorly fitted or top-dose-only effect, or a change in a side signal; the % refers to the signal ratio;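 further: the direction sought is a rising ratio; 0% = basal untreated cells and 100% = reference inhibitor full response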
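In this assay, an IκBα–CBG68 fusion accumulates when IKK-driven degradation is blocked; native CBR normalizes for cell number. OCI-Ly3 cells were treated 4 h with compound and doxycycline, then green and red light read after Chroma-Glo addition.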
p53ts 39C tox: p53ts cell cytotoxicity, nonpermissive temperature; 130,000 tested, 1.5% active; Potency, µM (top dose mostly 46.1 µM), without a hit: top-dose activity change, negative = cell killing, actives largely listed as cytotoxic; H1299-p53A138V viability at 39C, ATP luminescence, 24 h; AID 902; further: nearly all actives have a fitted effect of over 55% in size
Numbers without * were called inactive; ? = inconclusive; . = no result given; & = joins results of further samples; [ ] = remark or other dose. Unless noted, the call rests on the fitted dose curve; in most records, active means well fitted curve in the direction sought with a large enough effect; inconclusive means small, poorly fitted or top-dose-only effect, or another doubt; inactive means no such curve, though single readings can be large; an effect the other way counts as inactive or inconclusive. Unless noted, on the % scale 0 is the no-effect control and ±100 the full control effect; potency means the concentration at half of the fitted maximal effect. Not a hit list; any-hit rate near 1.7%.

Every second line gives: p53ts 32C tox, Peg3 imprint, IkB sig inh, p53ts 39C tox
> O=C(O)C1CC=CCC1C(=O)Nc1cccc(Cl)c1 (stereo unspecified)
    -3%, -5%, 0.4%, 10%
> C/C(=N\NC(=O)c1ccc(C)cc1)C1C(=O)c2ccccc2C1=O
    -14%, ., ., -14%
> CCCC(=O)Nc1cccc(-c2nc3ncccc3o2)c1
    -6%, -5%[10.9 µM], ?, 27%
> COc1ccc(-n2c(NC(=O)c3ccco3)c(C#N)c3nc4ccccc4nc32)cc1
    12%, -3%, -3.2%, 6%
> CC(C)c1ccc(NC(=O)C(Cc2ccccc2)NS(=O)(=O)c2ccc3c(c2)oc(=O)n3C)cc1 (stereo unspecified)
    ?, -7%[10.9 µM], 0.1%, ?
> COc1cccc(-n2c(C)nc3cc(C(=O)O)ccc32)c1
    5%, -11%[10.9 µM], -4.5%, 1%
> CCN(CC)CCNC(=O)c1cc2c(=O)oc3ccc(C)cc3c2s1
    -8%, 4%[10.9 µM], -1.5%, ?
> Cc1cccc(-n2ncc3c(NCc4ccco4)ncnc32)c1
    -9%, ., ., -20%
> COCCCNC(=O)Cn1nnc(-c2ccccc2NC(=O)c2ccc(F)cc2)n1
    -3%, 11%, 2.0%, 4%
> COc1cc(O)c(C(=O)/C=C/c2ccccc2)c(OC)c1
    6%, -24%, ., 178%[activator]
> COCCn1c(C)cc(O)c(C(c2ccccc2Cl)N2CCN(c3ccccc3)CC2)c1=O (stereo unspecified)
    -1%, -8%[10.9 µM], -0.2%, -13%
> CC[N+](CC)(CC)CC(=O)Nc1c(C)cccc1C
    4%&5%, -7%&-13%&-22%&2%, 0.1%&-1.0%, -3%&10%
> O=C(Cc1ccccc1)NCCn1ccc2ccccc21
    8%, -16%, 4.1%, 1%
> CCn1c(COc2cccc(C)c2)nc2ccccc21
    -9%&0%, -18%[10.9 µM], -1.1%, -9%&14%
> O=C(c1ccc(F)cc1)N1CCC(c2nc3ccccc3s2)CC1
    -7%, -17%[10.9 µM], -0.3%, -14%
> Cc1ccc(CNC(=O)CCCn2c(=O)c3ccccc3n(CC(=O)Nc3ccc(C)cc3)c2=O)cc1
    -13%, 10%[10.9 µM], 1.9%, ?
> COC(=O)c1cc(NC(=O)c2ccc3c(c2)N(Cc2cccc(Cl)c2)C(=O)c2ccccc2S3=O)cc(C(=O)OC)c1 (stereo unspecified)
    21%, -21%[10.9 µM], -2.5%, 16%
> O=C(NCCO)c1cc2ccccc2cc1O
    4%, -9%, 0.5%, -6%
> O=C(C1CCCC1)N(c1ccccc1)C1C=CS(=O)(=O)C1 (stereo unspecified)
    -14%, 28%, 0.1%, -7%
> [N-]=[N+]=CC(=O)CC(c1ccccc1)N1C(=O)c2ccccc2C1=O (stereo unspecified)
    4%, -2%, ?, 0%

Individual results from the list:
C/C(=N\NC(=O)c1ccc(C)cc1)C1C(=O)c2ccccc2C1=O – p53ts 32C tox: -14%
CCCC(=O)Nc1cccc(-c2nc3ncccc3o2)c1 – p53ts 32C tox: -6%
O=C(Cc1ccccc1)NCCn1ccc2ccccc21 – p53ts 32C tox: 8%

Further records:
Every second line gives: p53ts 32C tox, Peg3 imprint, IkB sig inh, p53ts 39C tox
> CCc1nn(CC(=O)N2CCC(C)CC2)c(=O)c2cc3occc3n12
    -4%, -7%[10.9 µM], -0.6%, 19%
> COc1ccc(CCC(=O)NCc2cn3ccsc3n2)cc1
    10%, -7%, -0.1%, 8%
> CC(C)(C)OC(=O)N1CCC(c2c(C(=O)NCCN3CCC(Cc4ccccc4)CC3)cnn2-c2cccc(Cl)c2)CC1
    ?, -23%[10.9 µM], ?, 20µM*
> COc1ccc(NC(=O)C2CCCN(S(=O)(=O)c3ccc4c(c3)CCCC(=O)N4)C2)c(OC)c1 (stereo unspecified)
    -7%, -4%[10.9 µM], 2.3%, 7%
> CCOC(=O)c1ccc(Nc2c(-c3ccc(O)c(OC)c3)nc3nc[nH]n23)cc1
    1%, -15%[10.9 µM], ?, 5%
> CCOc1cc(-c2nc(-c3ccncc3)no2)cc(OCC)c1OCC
    19%, -4%, -2.7%, -5%
> CCn1ncc(CNC(=O)CCSc2nc(-c3ccco3)cc(C(F)(F)F)n2)c1C
    -13%, ., ., -20%
> COc1ccccc1-n1nc(-c2ccccc2)c2cnc3cc(C(F)(F)F)ccc3c21
    5%, -12%[10.9 µM], 1.4%, 7%
> COc1ccc(OC)c(C(c2nnnn2C2CCCC2)N2CCN(c3ccc(F)cc3)CC2)c1 (stereo unspecified)
    8%, -16%, 0.1%, 3%
> COc1ccc(-c2cc3nnc(-c4ccccc4)nc3s2)cc1
    -13%, ., ., 5%
> Cc1ccc(/C(O)=C2/C(=O)C(=O)N(CCN3CCOCC3)C2c2ccccn2)cc1 (stereo unspecified)
    4%, -9%, -0.4%, 9%
> Nn1c(CN2CCCCC2)nc2ccccc2c1=O
    -1%, -1%, -2.4%, -2%
> CCOC(=O)Nc1ccc2c(CN3C(=O)NC4(CCCC4)C3=O)cc(=O)oc2c1
    1%, -24%, -2.6%, 3%
> Cc1csc2ncc(C(=O)Nc3ccon3)c(=O)n12
    -3%, -16%, -1.8%, 2%
> CC(C)c1cnc2c(c1SCC(=O)Nc1ccccc1C(F)(F)F)c(=O)n(C)c(=O)n2C
    8%, 3%[10.9 µM], 0.8%, -22%
> COc1ccc(C(C(=O)NC2CCCC2)N(C(=O)c2ccco2)c2ccc3c(c2)OCO3)cc1OC (stereo unspecified)
    11%, -1%, 0.8%, -2%
> O=C(CSc1nnc(-c2ccco2)n1CC1CCCO1)c1ccc(F)cc1 (stereo unspecified)
    -1%, -10%, 1.6%, 13%
> CCN(CC)C(=O)Cn1c(=O)n(Cc2ccc(C(=O)NCc3ccccc3Cl)cc2)c(=O)c2ccccc21
    12%, 9%[10.9 µM], 9.6%, -9%
> Cc1cc(C)c(NC(=O)NC(=O)c2cccc(F)c2)c(C)n1
    9%, -30%, -0.2%, 1%
> COc1ccc(NC(=O)CSc2nnc(-c3cccnc3)n2Cc2ccco2)c(OC)c1
    5%, -14%, -0.7%, -14%
> COC1=CC(=O)OC12CCCCC2
    1%, 4%, -0.2%, 4%
> COc1ccc(NC(=O)CCn2nc(-c3ccc(Cl)cc3)c3ccccc3c2=O)cc1
    1%, -6%[10.9 µM], -2.7%, 29%
> Oc1c(C(c2ccc(Cl)cc2Cl)N2CCN(c3ccccc3)CC2)sc2nc(-c3ccco3)nn12 (stereo unspecified)
    7%, 3%[10.9 µM], ?, 20%
> CCn1c(SCC(=O)Nc2nc(C)c(C)s2)nnc1-c1cccs1
    -6%, ., ., 17%
> Cc1ccc(Cl)cc1NC(=O)COC(=O)C1CCCC1
    8%, 7%, 0.2%, 9%
> COc1ccc(-c2cc(NCc3ccc(F)cc3)n3cnnc3n2)cc1
    0%, -4%[10.9 µM], ?, -28%
> CCOC(=O)c1cn(-c2ccccc2)nc1-c1ccncc1
    0%, -3%, 0.1%, -4%
> O=C(Cn1cccc1C(=O)c1ccccc1)NCCCN1CCOCC1
    9%, 7%, 1.2%, 1%
> CCn1cc2nc(SCc3c(F)cccc3Cl)n(CCc3ccccc3)c(=O)c2n1
    19%, -15%[10.9 µM], ?, 10%
> Cc1ccccc1C(=O)c1cccn1CC(=O)N1CCCCCC1
    -7%, -10%, 1.3%, -9%
> CN1CCC(=C2c3ccccc3C=Cc3ccccc32)CC1
    -6%, -15%, 0.8%, ?
> Cc1nnc2c(N3CCN(c4ccccc4F)CC3)nc3ccccc3n12
    -1%, -11%[10.9 µM], -1.6%, 1%
> NCOC(=O)Cc1ccc(Br)cc1
    -4%[9.22 µM], 4%[10.9 µM], -0.7%[11.4 µM], -4%[9.22 µM]
> CCOC(=O)N1CCC(Nc2ccc3nnc(-c4ccccc4)n3n2)CC1
    2%, -26%, ?, 14%
> CCn1cc(C(=O)NCCc2ccc(OC)c(OC)c2)c(=O)c2cc(S(=O)(=O)N3CCCCCC3)ccc21
    25%, 7%[10.9 µM], -3.7%, 19%
> COC(=O)[C@@]1(Cc2ccc(OC)cc2)[C@H]2c3cc(C(=O)N(C)C)n(Cc4cc(F)c(F)c(F)c4)c3C[C@H]2CN1C(=O)c1ccccc1
    24%, -16%, ., 11%
> COc1ccc(-c2cn3cccnc3n2)cc1NC(=O)Cc1ccccc1
    3%, 20%[10.9 µM], -0.2%, -23%
> CCc1ccc(C2(O)CC(C(F)(F)F)=NN2C(=O)Cc2ccc([N+](=O)[O-])cc2)cc1 (stereo unspecified)
    2%, ., ., 8%
> CC(C)CN1CC[C@@]2(CCCN(C(=O)c3cnccn3)C2)C1
    -3%, ., -2.3%[11.4 µM], 0%
> COc1cccc(NC(=O)N2CCCC2C(=O)NC2CC2)c1 (stereo unspecified)
    -1%, -1%, 0.1%, -17%
> Cc1ccccc1C(=O)NCc1ccc2c(c1)CCN2C(=O)c1ccc(F)cc1
    -8%, 20%[10.9 µM], ?, -14%
> Cc1c(C(=O)N2CCCCCC2)c(S(=O)(=O)NCc2ccc(Br)cc2)c(C)n1C
    3%, 15%[10.9 µM], ?, -17%
> CCc1ccccc1NC(=O)CSc1ncn[nH]1
    8%, 0%, 1.3%, 18%
> CCNC(=O)CC1C(=O)N(c2ccc(C)cc2)C(=O)N1CCOC (stereo unspecified)
    5%, 17%[10.9 µM], 1.5%, -7%
> CCC1Oc2ccc(C)cc2N(CC(=O)N(Cc2cccnc2)Cc2ccc(C)o2)C1=O (stereo unspecified)
    3%, -1%, ?, -1%
> Cc1nn(C(C)(C)C)c(OC(=O)C(C)(C)C)c1Sc1ccccc1
    -4%, 4%[10.9 µM], ?, 8%
> O=C(c1cccc2cccc(O)c12)N1CCCCC1
    -3%, ?, -0.5%, 0%
> COc1ccc(C(=O)NCC(=O)O)cc1
    5%, -5%, 1.8%, 5%
> COc1ccc(C2N=C(c3ccccc3)C(C)(C)N2O)cc1OC (stereo unspecified)
    3%, -11%, 1.2%, 14%
> CC[C@@H]1O[C@]2(C=C[C@@H]1C)C[C@H]1C[C@H](CC=C(C)[C@@H](O[C@@H]3C[C@H](OC)[C@H](O[C@@H]4C[C@H](OC)[C@H](O)[C@H](C)O4)[C@H](C)O3)[C@@H](C)C=CC=C3CO[C@@H]4[C@@H](O)C(C)=C[C@@H](C(=O)O1)[C@]34O)O2
    -1%[20.6 µM], -12%[16.8 µM], -1.1%[25.6 µM], 3%[20.6 µM]
> O=C(CSc1n[nH]c(-c2ccncc2)n1)NC1CCS(=O)(=O)C1 (stereo unspecified)
    5%, 5%, 0.5%, -2%
> COc1ccc(-c2cc(C(F)(F)F)nc(N3CCCCC3)n2)cc1OC
    -10%, 7%, 1.2%, 15%
> CCOC(=O)CSc1nnc(-c2ccc(NS(=O)(=O)c3ccc(C)cc3)cc2)o1
    -2%, -8%, 0.5%, 41%[activator]
> CCOc1ccccc1-c1nc(C(N)=O)c2c(n1)n(-c1ccc3c(c1)OCO3)c(=O)n2C
    9%, 2%[10.9 µM], 0.0%, -18%
> CC1CN(C(=O)C2CCCCC2)C(C)CN1C(=O)C1CCCCC1 (stereo unspecified)
    -2%, -10%, -0.3%, 9%
> CC(=O)Nc1ccc(NC(=O)C2CCCN(c3nnc(-n4cccc4)s3)C2)cc1 (stereo unspecified)
    4%, -19%, -2.0%, -18%
> Cc1ccc2occ(CC(=O)N(Cc3ccccc3Cl)C3CCS(=O)(=O)C3)c2c1 (stereo unspecified)
    -3%, -15%[10.9 µM], ?, -7%
> COc1ccc(NC(=O)N2CCCC3(CCN(S(C)(=O)=O)CC3)C2)cc1
    3%, ., 3.0%[11.4 µM], -4%
> Cc1ccc(NC(=O)Cn2c(=O)n(-c3ccc(Cl)c(Cl)c3)c(=O)c3c(C)c(C)sc32)c(C)c1
    -4%, 8%[10.9 µM], -2.4%, 15%
> COc1ccc(N2C(=O)CSC2c2ccncc2)cc1 (stereo unspecified)
    -2%, 9%, -2.2%, -2%
> CC(=O)c1cccc(NC(=O)CN(c2cc(C)cc(C)c2)S(=O)(=O)c2c(C)noc2C)c1
    -10%, -9%[10.9 µM], ?, -5%

Whole records, looked up by structure. Screens in order: p53ts 32C tox | Peg3 imprint | IkB sig inh | p53ts 39C tox
COc1ccc(-c2cc3nnc(-c4ccccc4)nc3s2)cc1 across the screens: -13% | . | . | 5%
CCOC(=O)CSc1nnc(-c2ccc(NS(=O)(=O)c3ccc(C)cc3)cc2)o1 across the screens: -2% | -8% | 0.5% | 41%[activator]
